12-LOX inh – ALOX12 (human) lipoxygenase inhibition | AID 1671190 | actives 1.1% (n = 580,000) | purified 12hLO, xylenol orange hydroperoxide absorbance | P18054 | Potency, µM (top dose mostly 108 µM), inactives show top-dose activity change, negative = inhibition, hits mostly inhibitors; active = well fitted inhibition curve with a large enough effect; inconclusive = small, poorly fitted or top-dose-only effect, or another doubt; inactive = no such curve, though single readings can be large or run the other way
Target sequence (P18054 whole entry, looked up): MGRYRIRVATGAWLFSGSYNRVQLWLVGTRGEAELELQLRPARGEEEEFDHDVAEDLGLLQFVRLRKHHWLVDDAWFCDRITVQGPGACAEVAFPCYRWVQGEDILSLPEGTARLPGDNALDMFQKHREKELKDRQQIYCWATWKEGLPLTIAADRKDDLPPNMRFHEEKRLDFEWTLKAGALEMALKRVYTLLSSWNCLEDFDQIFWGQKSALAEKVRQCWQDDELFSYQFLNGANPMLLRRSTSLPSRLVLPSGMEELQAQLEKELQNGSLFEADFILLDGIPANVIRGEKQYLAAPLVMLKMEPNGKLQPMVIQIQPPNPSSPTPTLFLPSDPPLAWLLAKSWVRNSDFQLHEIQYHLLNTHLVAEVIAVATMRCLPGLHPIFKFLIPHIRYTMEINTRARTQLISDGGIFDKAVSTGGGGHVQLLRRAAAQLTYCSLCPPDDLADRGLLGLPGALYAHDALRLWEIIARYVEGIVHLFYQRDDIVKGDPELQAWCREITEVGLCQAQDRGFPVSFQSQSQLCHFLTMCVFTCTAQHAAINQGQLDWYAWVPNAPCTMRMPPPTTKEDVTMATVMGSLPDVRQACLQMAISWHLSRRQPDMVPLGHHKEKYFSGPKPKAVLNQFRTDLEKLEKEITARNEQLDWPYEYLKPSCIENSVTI
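Hydroperoxide product was detected by ferrous iron/xylenol orange as the 573 to 405 nm absorbance ratio. Arachidonic acid at 40 uM (final) was turned over for 30 min at room temperature by 150 nM human 12hLO, pH 7.0 Hepes buffer, after 15 min compound preincubation.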
* marks the source's active call; other numbers are inactive results; ? = inconclusive; [ ] = dose if it differs, or a comment. % is set by controls: 0 for no effect and ±100 for the full control effect; potency is the fitted concentration of half-maximal effect.

Compound	12-LOX inh
COc1cc(NC(=O)N2CC(c3nnc(C(C)C)o3)C3(CCOCC3)C2)cc(OC)c1 (centres undefined)	-8.0%
CC(C)NC(=O)N[C@H]1C[C@H]2C(=O)NC[C@@H](CCC(=O)N3CCN(c4ccccn4)CC3)N2C1	36.0%[activator]
C[C@H]1[C@@H]2[C@@H](O)C([C@H](C)C(=O)NCc3cccs3)CC[C@@]2(C)CC[C@@H]1NC(=O)C1CCCCC1 (some centres undefined)	54.3%
Cn1cccc1CN1CCC(N2CCOC2=O)CC1	0.8%[12.5 µM]
Cc1cccc(C(=O)N2C[C@@H](Oc3cccnc3)C[C@H]2C(=O)N2CCCC2)c1	68.1%[activator]
O=C1CC2(CCN(CC3CC3)CC2)Oc2ccccc21	?
CS(=O)(=O)N(Cc1cccnc1)C1CN(C(=O)c2ccc3cc[nH]c3c2)C1	23.6%
O=C1NCCN2CC3(CCN(C(=O)c4ccco4)CC3)CC12 (centres undefined)	79.9%[activator]
Cc1ccccc1-c1noc(CCC(=O)N[C@H]2CC[C@H]2N)n1	31.2%[activator]
COCC(=O)N[C@@H]1CN(Cc2ccc(Br)o2)C[C@H]1CO	15.7%
COc1ccccc1C(=O)NC1CCN(c2ccccc2)C1=O (centres undefined)	17.4%
CC(C)NC(=O)C1CCc2nnc(CNC(=O)Nc3cccnc3)n21 (centres undefined)	-0.6%[6.33 µM]
CC(C)N1C(=O)C2(CCCCC2)C1C(=O)NCc1nc2ccccc2n1C (centres undefined)	41.1%[activator]
COc1cccc(CNC(=O)c2c(OC)cc(=O)n3c2CCN(C(=O)c2ccoc2C)CC3)c1	12.7%
COc1cccc(C(=O)N2C(C(=O)NCc3ccccc3)COC23CCN(C(=O)CC(C)C)CC3)c1 (centres undefined)	47.7%[activator]
COc1ccc(OC)c(NC(=O)N2CCC(OC3CCN(S(C)(=O)=O)CC3)CC2)c1	10.3%
COc1cccc(N2C(=O)NC(=NC3CCCC3)C23CCCN(Cc2ccc(F)cc2)C3)c1 (centres undefined)	3.3%[6.33 µM]
CCc1cnc(-c2ccccc2)[nH]1	3.7%[12.5 µM]
COc1ccccc1N1CCCc2ncc(C(=O)Nc3cccc(C(F)(F)F)c3)cc21	2.6%[176 µM]
CCN1CCN(C(=O)C23CCCC=C2N(C2CCCC2)C(=O)CC3)CC1 (centres undefined)	44.4%[activator]

Four of the compounds above, with values ahead of the structure.
12-LOX inh,SMILES
-8.0%,COc1cc(NC(=O)N2CC(c3nnc(C(C)C)o3)C3(CCOCC3)C2)cc(OC)c1 (centres undefined)
36.0%[activator],CC(C)NC(=O)N[C@H]1C[C@H]2C(=O)NC[C@@H](CCC(=O)N3CCN(c4ccccn4)CC3)N2C1
54.3%,C[C@H]1[C@@H]2[C@@H](O)C([C@H](C)C(=O)NCc3cccs3)CC[C@@]2(C)CC[C@@H]1NC(=O)C1CCCCC1 (some centres undefined)
0.8%[12.5 µM],Cn1cccc1CN1CCC(N2CCOC2=O)CC1

Additional structures.
Compound	12-LOX inh
O=C1[C@H]2CC[C@H](CN(Cc3ccc(-n4ccnc4)cc3)C2)N1CC1CCC1	74.1%[activator]
CC(C)C[C@@H]1N[C@H](C(=O)N2CCC(O)(c3ccccc3)CC2)Cc2cn(C)c3cccc1c23	1.4%
Cc1n[nH]c(C)c1Cc1sc2c(c1C(=O)N1C[C@H](O)CO1)c(=O)n(C)c(=O)n2CC(C)C	-16.7%[57.4 µM]
CC(=O)N1CC(CO)C2(CCN(C(=O)c3cccc(C#N)c3)CC2)C1 (centres undefined)	12.0%
O=C(O)[C@@H]1CN(Cc2ccccc2)C[C@@H]1C(=O)N1CCCC1	9.3%
CCCN(Cc1nccn1C)C(=O)c1cccc(C2CCNC2)c1 (centres undefined)	-8.0%
COc1cccc(-c2noc(COC(=O)C3=CN(C)S(=O)(=O)N=C3C)n2)c1	33.6%[activator]
CN1CCCCCCN(C(=O)C2(c3ccccc3)CC2)[C@H]2CCC[C@H]2C1=O	22.7%
Cc1cn2nc(C(=O)N3CCC(NC(=O)c4ccc[nH]4)CC3)cc2c(=O)[nH]1	20.5%
CC(NC(=O)Cc1ccc(N(Cc2ccccc2)C(=O)c2ccco2)cc1)c1ccccc1 (centres undefined)	1.1%
NC(=O)[C@@H](Cc1ccccc1)NC(=O)[C@@H]1C[C@@H](NS(=O)(=O)c2cccs2)CCN1C(=O)COCC(=O)O	-1.0%
CN1CCC(OC2CCN(C(=O)c3ccccn3)CC2)CC1	17.0%
O=C(c1cccc(Cl)c1)N1CCc2nc(C3CC3)nc(-c3ccc(O)cc3)c2CC1	?
CCOc1cc(=O)n2c(c1C(=O)Nc1ccccc1Cl)CCCC2	20.8%
O=C1NCCCCCCN(C(=O)c2ccco2)[C@H]2CCCC[C@@H]12	31.6%[activator]
COCCn1cncc1CNc1nc(C)nc2ncccc12	55.7%
Cn1nc(C2CCN(S(=O)(=O)c3ccc4c(c3)CCCC4)CC2)n(C2CCCC2)c1=O	-17.6%
Cn1cc(S(=O)(=O)NC2CC(c3cc(N4CCC(O)C4)ncn3)C2)cn1 (centres undefined)	19.2%
CC(=O)c1cc(CN2CCOC(CCCc3ccccc3)C2)cs1 (centres undefined)	55.6%[activator]
O=C(Cn1ccn2nc(-c3ccc(F)cc3)c(CO)c2c1=O)Nc1cccc(C(F)(F)F)c1	17.8%
O=C(C(=O)N1CCC(CNS(=O)(=O)c2ccccc2OC(F)(F)F)CC1)c1cccs1	-0.8%
Cc1cnc(C(=O)N[C@@H]2CCC[C@@H]2C(=O)NCc2ccc(OC(C)C)cc2)cn1	56.6%[activator]
COc1ccc(C(=O)N[C@@H]2CN(C(=O)Nc3cccc(C#N)c3)CCC[C@H]2O)cc1	0.9%[176 µM]
COc1ccc(CN2CC3(CCN(C(=O)c4cccc(C)c4)CC3)C2=O)cc1	22.3%
O=C(O)c1ccc2c(c1)n(Cc1cccc(F)c1)c(=O)c1ccnn12	4.2%
CC(C)c1nnsc1CN1CCCn2nc(C(O)C3CCC3)cc2C1 (centres undefined)	15.2%
CC1(O)CCCN(Cc2cc3cc4c(cc3nc2-c2ccc(Cl)cc2)OCO4)C1 (centres undefined)	18.6%
CN(C)Cc1ccc(-c2cc(-c3ccncc3)c3cncn3c2)cc1	3.2%[176 µM]
COc1cccc(NC(=O)N[C@H]2CCN(C(=O)c3cnccn3)[C@@H]2C(=O)N[C@H](Cc2ccccc2)C(N)=O)c1	-2.9%
CC(C)C(=O)N1CCC(OC2CCN(Cc3ccccc3)CC2)CC1	60.9%[activator]
COc1ccccc1CC(=O)Nc1ccc2ncnc(N3CCCCC3)c2c1	15.7%
CC1(C)CN(S(=O)(=O)N2CCCC2)CC1c1ccccc1 (centres undefined)	18.1%
COc1ccc(NC(=O)c2cnc3c(c2)N(C(=O)CCc2ccccc2)CCC3)cn1	20.0%[176 µM]
CC(C)CC(=O)N1CCOCC12CCN(CCCc1ccccc1)CC2	37.3%[176 µM]
O=C(NCCC1CCN(C(=O)Nc2cc(F)ccc2F)CC1)C1CC1	19.1%
COCCn1cnnc1C(C)Nc1nc(-c2cccnc2)nc2c1CNC2 (centres undefined)	67.7%[activator]
O=C(c1ccc(N2CCOCC2)nc1)N1CCC(Cn2cccn2)CC1	30.5%[activator]
Cc1nncn1C1CCN(S(=O)(=O)c2ccccc2)CC1	8.2%
O=C1CC(c2ccccc2)N(Cc2ccncc2)CCCN(C(=O)c2ccsc2)CCN1 (centres undefined)	?
O=C(CN1C(=O)COc2ccc(C(=O)COc3cccc(F)c3)cc21)NCc1ccco1	15.6%

New compounds follow.
canonical_smiles	12-LOX inh
CCOC(=O)N1CCN(C(=O)C(c2ccccc2C)N(C)C)CC1 (centres undefined)	32.5%[activator]
COCC1CN(C2CCC2)CC12CCN(C(=O)NCCc1ccccc1)CC2 (centres undefined)	5.8%
Cc1ccc(CNC[C@H]2Cn3cc(-c4ccccc4)nc3CO2)cc1	?
NC(=O)c1cccc(CC2CCN(C(=O)c3ccnc(-n4cnnc4)c3)C2)c1 (centres undefined)	17.4%
O=C1CN(Cc2cc3cc4c(cc3[nH]c2=O)OCO4)CCCN1	122.8%[activator]
Cc1cccc(-c2nocc2CCC(=O)NC(C)c2ccc(F)cc2)c1 (centres undefined)	18.1%
Cn1nccc1C(=O)N1CCC2(CC1)OCCN(Cc1ccccc1F)C2=O	8.4%[176 µM]
COCC1CN(C)CC12CCN(C(=O)Cc1ccc(OC)c(Cl)c1)CC2 (centres undefined)	29.0%
Cn1ccnc1CN1CCN(Cc2ccc3cccc(Cl)c3n2)CC1	5.8%
COCCNC(=O)[C@H]1C[C@H](Oc2ccccc2)CN1C(=O)NCC(C)C	83.9%[activator]
Cc1cc(C(F)(F)F)nn1CC(=O)N1CCc2nn(CC3CC3)c(=O)n2CC1	31.8%[activator]
O=C(Cc1ccc2c(c1)OCO2)N1CC(COc2ccccc2)C2(C1)CN(c1ccccc1)C2 (centres undefined)	-1.9%
Cc1ccc(CN2CCc3nc(N4CCN(C)CC4)[nH]c(=O)c3CC2)cc1C	4.1%
O=C(CCNc1c(-c2ccccc2)nc2cnccn12)N1CCC(N2CCCCC2)CC1	1.7%
O=C1c2c(nc(CNc3cccnc3)n2Cc2ccccc2)NCCN1Cc1ccccc1	75.5%[activator][176 µM]
O=C(N[C@@H]1CCN(C(=O)CCc2cccc(Cl)c2)C[C@H]1O)c1cnccn1	54.9%[activator]
COc1ccc(OC)c(-c2cc(Cl)c3c(c2)CC(CNC(=O)c2c(F)cccc2F)O3)c1 (centres undefined)	38.5%
CCc1ccc(NC(=O)N2CCC(n3cnnc3C3CC3)C2)cc1 (centres undefined)	15.8%
COc1ccc(CN2C(=O)[C@@H]3C[C@@H](CN3Cc3ccccc3)Oc3ccccc32)cc1	-38.9%[176 µM]
N#Cc1ccc(CN2CCN(c3ccc(Cl)nn3)C(=O)C2)cc1	-1.5%[176 µM]
Cc1ccccc1-c1cc(C(=O)NCC[S+](C)(=O)[O-])c2c(c1)N(C)CCO2	8.3%[176 µM]
Cc1ccc(NC(=O)Cn2c(N3CCc4ccccc4C3)nc(C)cc2=O)c(Cl)c1	7.0%
Cc1cccc(C(=O)N2CCC3(CC2)CC(c2ccccc2)C(=O)N3)c1 (centres undefined)	16.9%
Cc1c(Cl)cccc1NC(=O)c1ccc2c(c1)N(S(C)(=O)=O)CC2	?
CCN1CC(c2ccccc2)CC2(CCN(C(=O)c3cnccn3)CC2)C1 (centres undefined)	21.9%
CCC(C)NC(=O)C(C)N1C(=O)COc2ccc(C(=O)COc3ccc(OC)cc3)cc21 (centres undefined)	?
O=C(O)CCC(=O)N1Cc2ccccc2CC2(CCCN(Cc3ccccc3)C2)C1 (centres undefined)	8.2%[6.33 µM]
Cc1ccc2c(c1)CCCN2S(=O)(=O)c1cccc(C(=O)Nc2ccccc2C(=O)O)c1	?
Clc1ccccc1C1Cn2nnc(-c3noc(COc4ccccc4)n3)c2CO1 (centres undefined)	?
Cc1oc2ccn(Cc3cccc(F)c3)c(=O)c2c1C(=O)NC(C)c1ccccn1 (centres undefined)	53.3%[activator]
CC(C)CCN1CCC2(CC1)OC(=O)N(Cc1ccc(O)cc1)C2(C)c1ccccc1 (centres undefined)	?
O=C(c1cccnc1OC1CCN(S(=O)(=O)Cc2ccccc2)C1)N1CCOCC1 (centres undefined)	20.1%
CCNC(=O)[C@@H]1C[C@H](NC(=O)Cc2ccccc2C)CN1C1CCCC1	57.2%[activator]
O=C(O)CCCC(=O)N1Cc2ccccc2CC2(CCCCN2CC2CCOCC2)C1 (centres undefined)	9.9%[6.33 µM]
COc1ccc(C(=O)NCC2Cc3cc(C)cc(-c4nc5ccccc5s4)c3O2)c(OC)c1OC (centres undefined)	27.2%
CC(=O)Nc1ccc(OCC(=O)O)nc1	7.5%
Cc1ccsc1C(=O)N1CCC2(CC1)N=C(c1ccc(Cl)cc1)NO2	5.6%
Cc1ccc(-n2nc3n(c2=O)CCN(C(=O)c2ccccc2C)C3)cc1	40.8%[activator][176 µM]
COc1ccc(C(=O)N2CCC(N3C(=O)C(O)C34CCCCC4)CC2)c(OC)n1 (centres undefined)	28.3%
CN1C(=O)CCCCC1C(=O)N1CCOCC1 (centres undefined)	18.7%
COCC(=O)Nc1nc2c(s1)C[C@@H]1[C@](C)(CO)[C@H](O)CC[C@@]1(C)[C@@H]2CC(=O)NCc1ccc(OC)cc1	35.4%[activator]
Cn1c(Cn2cccn2)nnc1C1CCCN(C(=O)c2cccc(F)c2)C1 (centres undefined)	14.6%
O=C(c1ccc(F)c(F)c1)N1CCC(n2cc(-c3nc(-c4ccccc4)no3)nn2)CC1	12.8%
O=C1CCc2cc(NC(=O)c3cccc(C(F)(F)F)c3)ccc2N1	39.2%[activator]
CN1C[C@H](O)C[C@H]1c1nnc2n1CCN(C(=O)CCCc1ccccc1)CC2	-16.7%

Sorted by the number under 12-LOX inh (low to high): some entries from above.
canonical_smiles	12-LOX inh
Cc1ccsc1C(=O)N1CCC2(CC1)N=C(c1ccc(Cl)cc1)NO2	5.6%
CC(=O)Nc1ccc(OCC(=O)O)nc1	7.5%
O=C(c1cccnc1OC1CCN(S(=O)(=O)Cc2ccccc2)C1)N1CCOCC1 (centres undefined)	20.1%

(continued)
canonical_smiles	12-LOX inh
CN(C)c1ccc(CN2CCCC3(CC(c4cccc(C(F)(F)F)c4)=NO3)C2)cc1 (centres undefined)	19.1%
O=C(CN1C(=O)NC2(CCCCC2)C1=O)Nc1ccccc1	-1.5%
CCc1noc(C)c1C(=O)N[C@H]1[C@@H]2CCO[C@@H]2[C@@H]1C1CCCC1	32.3%[activator]
COc1ccc(-c2ccc3ncc(Nc4ccc5c(c4)OCO5)n3n2)cn1	12.3%[176 µM]
O=C(N[C@H]1C[C@H]2C(=O)NC[C@@H](CCC(=O)N3CCc4ccccc43)N2C1)c1ccc(F)c(Cl)c1	?

Only part of the results is shown; rates above refer to the full screens.
